# N370S GC mod: N370S glucocerebrosidase modulation, Gaucher chaperone candidate. P04062. N370S GC spleen homogenate, 4MU-glucoside fluorescence. Potency, µM (highest dose often 59.4 µM), inactives show top-dose activity change, negative = inhibition, most hits filed as inhibitors. 330,000 compounds, 0.092% hits;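 further: 0% = full enzyme activity and -100% = no enzyme basal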
# FEN1 inh: inhibitors of human flap endonuclease 1 | Potency, µM (highest dose often 114 µM), for the others: top-dose activity change, negative = inhibition, usual class: inhibitors | Recombinant FEN1 flap cleavage, fluorescence, 15 min | 390,000 compounds, 0.35% hits; further: nearly all actives have a fitted effect of over 65% in size
# Target sequence (P39748 whole entry, looked up): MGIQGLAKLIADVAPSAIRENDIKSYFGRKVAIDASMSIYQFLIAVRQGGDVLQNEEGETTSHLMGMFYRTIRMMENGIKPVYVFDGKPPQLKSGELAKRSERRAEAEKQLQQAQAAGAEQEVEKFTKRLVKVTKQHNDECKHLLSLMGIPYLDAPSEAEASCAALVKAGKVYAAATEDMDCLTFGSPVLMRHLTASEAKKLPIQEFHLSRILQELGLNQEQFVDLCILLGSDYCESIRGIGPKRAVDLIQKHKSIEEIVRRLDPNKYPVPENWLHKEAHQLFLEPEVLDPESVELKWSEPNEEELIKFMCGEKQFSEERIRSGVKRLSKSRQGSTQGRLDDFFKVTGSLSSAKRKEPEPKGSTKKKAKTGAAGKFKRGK
#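 Nuclease activity of 10 nM FEN1 was measured after 15 min of room-temperature exposure to titrated compounds, by adding 50 nM flap substrate and reading plates at 0 and 15 min.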
# TDP1 block: inhibitors of human tyrosyl-DNA phosphodiesterase TDP1. Q9NUW8. recombinant TDP1, AlphaScreen DNA substrate cleavage. Potency, µM (highest dose often 130 µM), for the others: at the top dose activity change, negative = inhibition, usual class: inhibitors. 350,000 compounds, 0.28% hits. AID 485290; further: nearly all actives have a fitted effect of over 40% in size
# Target sequence (Q9NUW8 whole entry, looked up): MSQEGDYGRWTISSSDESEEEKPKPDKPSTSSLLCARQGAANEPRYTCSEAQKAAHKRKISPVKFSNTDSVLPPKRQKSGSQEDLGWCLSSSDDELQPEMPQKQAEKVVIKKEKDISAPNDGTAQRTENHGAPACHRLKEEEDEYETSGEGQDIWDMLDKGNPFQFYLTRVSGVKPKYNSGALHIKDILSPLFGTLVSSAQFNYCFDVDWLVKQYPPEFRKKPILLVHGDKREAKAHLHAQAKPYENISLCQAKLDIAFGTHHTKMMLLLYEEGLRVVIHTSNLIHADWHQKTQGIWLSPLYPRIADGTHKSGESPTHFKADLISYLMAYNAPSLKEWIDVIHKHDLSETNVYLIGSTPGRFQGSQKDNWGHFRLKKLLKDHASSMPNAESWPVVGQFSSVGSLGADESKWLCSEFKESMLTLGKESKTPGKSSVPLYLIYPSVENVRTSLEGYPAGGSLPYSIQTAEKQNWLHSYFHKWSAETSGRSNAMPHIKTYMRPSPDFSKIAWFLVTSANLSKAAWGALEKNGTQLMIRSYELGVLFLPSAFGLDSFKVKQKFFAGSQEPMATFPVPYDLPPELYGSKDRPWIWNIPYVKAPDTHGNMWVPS
#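 Enzyme-compound mixtures sat 15 min at room temperature, followed by a 5 min reaction with 15 nM final substrate and 10 min with AlphaScreen beads. Recombinant human Tdp1 was used at 1 nM final.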
# * = called active by the depositor; u = inconclusive; x = not tested or not shown; & = joins results of further samples; [ ] = dose if it differs, or a comment. The call rests on the fitted dose curve; in most records, active means well fitted curve in the direction sought with a large enough effect; inconclusive means small, poorly fitted or top-dose-only effect, or another doubt; inactive means no such curve, though single readings can be large; an effect the other way counts as inactive or inconclusive. Unless noted, on the % scale 0 is the no-effect control and ±100 the full control effect; potency means the concentration at half of the fitted maximal effect.
SMILES,N370S GC mod,FEN1 inh,TDP1 block
O=C(NC1CC1)C1=C[C@@H](c2coc3ccccc3c2=O)C[C@@H](OCc2ccc(CO)cc2)O1,21%,14%,5%
CCn1c(SCC(=O)N(C)C2CCS(=O)(=O)C2)nnc1-c1ccccc1 (stereo not given),11%,-22%,5%
CCOc1ccc2nc(N3CCCC(C(=O)NC4CCCC4)C3)sc2c1 (stereo not given),7%,-1%,5%
C=CC[C@H](CC(=O)OC(C)(C)C)C(=O)OC[C@H]1CCCN1C(=O)[C@@H](CC=C)CC(=O)N(CCO)Cc1ccccc1,x,-20%,1%
COc1ccc(-c2nc(SCC(=O)NCCc3ccc(OC)c(OC)c3)n[nH]2)cc1,x,-4%,-3%
CS(=O)(=O)c1ccc(C(=O)N2CCN(Cc3ccccc3)CC2)cc1,-3%,8%,2%
CCc1nnc(NC(=O)CSc2nnc(C(C)NC(=O)c3ccccc3F)n2C)s1 (stereo not given),-6%,-1%,x
COc1ccc(-c2ccc(CCC(=O)O)n2-c2ccccc2C(F)(F)F)cc1,x,-6%,3%
Cc1cc(C)c(C)c(S(=O)(=O)NCC(=O)N2CCCC2)c1C,5%,0%,-1%
CC(OC(=O)c1cccc(S(=O)(=O)Nc2cccc(C(F)(F)F)c2)c1)C(=O)Nc1ccc2c(c1)OCCO2 (stereo not given),6%,-8%,2%
COC(=O)c1cccc(-n2sc3ccccc3c2=O)c1,x,u,1%
CCn1nc(C)c(CN2CCCCC2C(=O)Nc2ccc(Oc3cccnc3)cc2)c1C (stereo not given),-7%,0%,0%
O=C(COC(=O)c1ccc(NS(=O)(=O)c2cccs2)cc1O)Nc1nc2ccccc2s1,-2%,-11%,8%
O=C(CN1C(=O)CCS(=O)(=O)c2ccccc21)NCc1ccc(F)cc1,9%,-3%,0%
Cc1ccc(S(=O)(=O)Nc2nc3ccc(S(C)(=O)=O)cc3s2)cc1,9%,-12%,5%
Cc1ccc(C(=O)N=c2sccn2C)cc1S(=O)(=O)N1CCOCC1,-10%,9%,-10%
O=S1(=O)c2ccccc2OC(COCc2ccccc2)CN1C1CC1 (stereo not given),x,0%,0%[56.1 µM]
O=C(Nc1ccccc1)N1CCc2c([nH]c3ccccc23)C1C(F)(F)F (stereo not given),3%,-1%,1%
Cc1cccc(NC(=O)CSc2nc3ccccc3nc2N2CCOCC2)c1C,x,-6%,2%
CN(C(=O)CSc1nc2ccc(NC(=O)c3cccs3)cc2s1)c1ccccc1,x,16%,-4%
CCOC(=O)c1ccc(NC(=O)c2cn(-c3ccccc3)nc2-c2ccc(C)cc2)cc1,x,-4%,3%[12.3 µM]
O=C(Cn1cccn1)N1CCCC(N2CCN(Cc3ccc4c(c3)OCO4)CC2)C1 (stereo not given),4%,-11%,1%
CCOC(=O)c1cccc(NC(=O)CCS(=O)(=O)c2cccs2)c1,-2%,-13%,2%
CC(C)NC(=O)CN(c1cccc([N+](=O)[O-])c1)S(=O)(=O)c1ccccc1,11%,-3%,12%
Cc1sc2nc(C3CC3)nc(N3CCN(S(=O)(=O)c4ccc(F)cc4)CC3)c2c1C,-2%,20%,0%

# One compound at a time, from the list above. Values in the order: N370S GC mod, FEN1 inh, TDP1 block
# Record of Cc1sc2nc(C3CC3)nc(N3CCN(S(=O)(=O)c4ccc(F)cc4)CC3)c2c1C : -2%, 20%, 0%
# Record of CCc1nnc(NC(=O)CSc2nnc(C(C)NC(=O)c3ccccc3F)n2C)s1 (stereo not given) : -6%, -1%, x
# Record of Cc1cc(C)c(C)c(S(=O)(=O)NCC(=O)N2CCCC2)c1C : 5%, 0%, -1%
# Record of Cc1cccc(NC(=O)CSc2nc3ccccc3nc2N2CCOCC2)c1C : x, -6%, 2%
# Record of O=C(Nc1ccccc1)N1CCc2c([nH]c3ccccc23)C1C(F)(F)F (stereo not given) : 3%, -1%, 1%

# Further records follow:
SMILES,N370S GC mod,FEN1 inh,TDP1 block
CC(=O)c1cccc(NC(=O)c2cccc(NC(=O)c3ccco3)c2)c1,1%,u,x
CCOc1ccc(-c2cccc(NS(=O)(=O)c3ccc(C)s3)c2)nn1,x,-4%,4%
O=C(COc1ccc(/C=N/NC(=O)c2ccccc2Br)cc1)Nc1ccccc1,-19%,-1%,x
CCC1CN(C(=O)N2CCC(C(=O)NCCC3=CCCCC3)CC2)c2cc(C)ccc2O1 (stereo not given),x,-1%,-5%
COc1cc(NC(=O)c2ccc(OC)c([N+](=O)[O-])c2)ccc1NC(=O)c1cccs1,1%,1%,0%
O=C(O)CNC(=O)C(CS)Cc1ccccc1 (stereo not given),-10%&-3%&3%,-1%,6%[56.1 µM]
CCc1ccccc1NC(=O)CN(C)C(=O)Cn1cc(C(F)(F)F)cc(Cl)c1=O,22%,19%,3%
Cc1nn2c(=O)cc(COC(=O)c3ccc(F)cc3)nc2s1,x,-3%,-1%
O=C(CNC(c1ccccc1)c1ccccc1)Nc1ccc(F)cc1,7%,8%,2%
C=CCn1c(O)c(C(CC)=NCCN2CCOCC2)c(=O)[nH]c1=O,-2%,3%,4%
COC(=O)Cc1nc(NC(=O)c2cccs2)sc1C,-6%,4%,x
O=C(c1ccco1)N1CCCN(Cc2cn[nH]c2-c2ccc(-c3ccccc3)cc2)CC1,-9%,-6%,5%
COc1ccc(Cn2ccc3nc(C)c(C(=O)Nc4cc(C)cc(C)c4)cc3c2=O)cc1,x,17%,5%
Cc1ccccc1Nc1nc(N)nc(CSc2nnnn2-c2ccccc2)n1,-4%,-2%,2%
CC(/C=N/NC(=O)CSc1ccccn1)=C\c1ccc(C(C)C)cc1,10%,u,3%
CC(=O)c1ccc(NC(=S)N2CCN(c3cccc(Cl)c3)CC2)cc1,2%,2%,-5%
O=[N+]([O-])c1cc(Cl)cc(/C=N/NC(=S)Nc2ccc(S(=O)(=O)N3CCOCC3)cc2)c1O,-11%,u,12%
CCOC(=O)c1cnc2c(c(C3CC3)nn2C)c1N1CCOCC1,22%,1%,0%
COc1cc(NC(=O)CSc2ncnc3c2cnn3Cc2ccccc2)cc(OC)c1,u,-9%,-3%
COc1ccc(C2=NN(C(=O)COc3ncnc4ccccc34)C(c3ccco3)C2)cc1 (stereo not given),8%,-17%,2%
CCOC(=O)c1c(S(=O)(=O)Nc2ccccn2)c(C)n(C)c1C,-1%,20%,3%
Cc1c(NC(=O)c2cccs2)cccc1[N+](=O)[O-],-4%,-6%,6%
O=C(O)[C@@H](c1ccccc1)N1Cc2ccccc2C1=O,-1%,u,x
CN(Cc1ccccn1)Cc1nc(Cc2ccccc2Cl)no1,0%,0%,1%
O=C1NC(=O)/C(=C\c2ccc(Cl)nc2)S1,-2%,-4%,8%

# A draw from above in order of SMILES length, low to high:
SMILES,N370S GC mod,FEN1 inh,TDP1 block
O=C(CNC(c1ccccc1)c1ccccc1)Nc1ccc(F)cc1,7%,8%,2%
Cc1ccccc1Nc1nc(N)nc(CSc2nnnn2-c2ccccc2)n1,-4%,-2%,2%
CCC1CN(C(=O)N2CCC(C(=O)NCCC3=CCCCC3)CC2)c2cc(C)ccc2O1 (stereo not given),x,-1%,-5%

# Further structures.
SMILES,N370S GC mod,FEN1 inh,TDP1 block
O=C(OCc1csc(-c2ccccc2)n1)c1ccccc1O,u,2%,-5%
COc1cc2[nH]c(C(=O)NCC3CCCO3)cc2c(OC)c1OC (stereo not given),5%,17%,x
Cc1ccc(NC(=S)NNC(=O)c2cn(C)nc2C)cc1,1%,1%,0%
Cc1ccc(NC(=O)c2ccccc2NC(=O)CCC(=O)O)cc1,11%,3%,-3%
COC(=O)c1c(OC)cc2c(c1C)Oc1c(Cl)c(O)c(Cl)c(C)c1C(=O)O2,3%,x,16%[56.1 µM]
Cc1ccc(C(=O)Nc2c(C#N)c(C)c(C)n2Cc2ccccc2)cc1,15%,-1%,9%
CCOCCCNC(=O)C(c1ccc(Cl)cc1)N(Cc1ccc2c(c1)OCO2)C(=O)CNC(C)=O (stereo not given),-3%,1%,0%
CCOC(=O)c1ccc(NC(=O)c2cccc(C)c2[N+](=O)[O-])cc1,16%,-1%,5%
CC(C)Cn1c(SCC(=O)N2CCCc3ccccc32)nc2ccccc2c1=O,29%,-21%,x
O=C(CCCN=C1NS(=O)(=O)c2ccccc21)OCc1cc([N+](=O)[O-])cc2c1OCOC2,20%,12%,3%
O=[N+]([O-])c1ccccc1N/N=C/c1ccccc1,-4%,-3%,4%
Cc1ccc(S(=O)(=O)N(C)c2ccc(OCC(=O)OCc3ccc(C#N)cc3)cc2)cc1,x,-6%,-4%
NC(=O)C(=CNc1nc(-c2ccc(Cl)c(Cl)c2)cs1)C(N)=O,-19%,x,6%
Cc1ccc(Nc2nc3c([nH]2)c(=O)n(C)c(=O)n3C)cc1,9%,0%,4%
CCCCN(CCCC)CCNC(=O)c1cc(-c2cccnc2)nc2ccc(S(=O)(=O)N3CCC(C)CC3)cc12,x,-4%,-3%
COc1ccc2c(Sc3ccc(C)cc3)c(C(=O)NC(C)C)[nH]c2c1,x,-23%,17%
Cc1c(C(=O)N2CC(C)OC(C)C2)[nH]c2ccc(Br)cc12 (stereo not given),-13%,0%,x
COc1nccnc1NS(=O)(=O)c1ccc(NC(=S)NC(=O)c2ccc(F)c(F)c2)cc1,-1%,4%,3%
CCOC(=O)Nc1c(Cl)n(C)c(=O)n(C)c1=O,0%,16%,0%
CC(=O)c1sc(NC(=O)c2cc(-c3ccccc3)nn2-c2ccccc2)nc1C,-1%,-20%,0%
CCC1CCCCN1C(=O)c1cccc(S(=O)(=O)Nc2cc(C(F)(F)F)ccc2Cl)c1 (stereo not given),-9%,-17%,3%
CCC(CC)c1nn2c(=O)cc(COc3ccc(NC(=O)c4ccc(C)cc4)cc3)nc2s1,x,16%,4%
Cc1c(Cl)cccc1NC(=O)CCN1C(=O)C2CC=CCC2C1=O (stereo not given),-20%,2%,3%
O=C(c1cc(Cl)ccc1Cl)N1CCc2ccccc21,8%,-12%,x
CC(C)NS(=O)(=O)c1ccc(OCC(=O)N2CCN(c3ccccc3)CC2)cc1,15%,6%,0%
# (further entries)
SMILES,N370S GC mod,FEN1 inh,TDP1 block
O=C1c2ccccc2C(=O)C1c1ccc(Br)cc1,-13%,6%,15%
CC(C)(C)CC(C)(C)N1CNC(=S)NC1,-5%,-16%,5%
Oc1c(Br)cc(Br)cc1C=Nc1cccnc1,u,5%,x
CC1(C)OC(=O)C(=NNc2ccccc2[N+](=O)[O-])C(=O)O1,-2%,5%,7%
COCCn1c(SCC(=O)Nc2ccccc2)nnc1-c1ccoc1C,-5%,-1%,1%[0.0935 µM]
CC(=O)Oc1ccc(C(=O)Nc2ccccc2C(=O)N2CCCCC2)cc1,1%,7%,3%
OC1(c2cccc(F)c2)CCN(Cc2ccncc2)CC1,-14%,-1%,4%
Cc1onc(-c2ccccc2Cl)c1C(=O)NCc1ccccn1,1%,-19%,2%
COc1cc(Cl)c(NC(=O)CCS(=O)(=O)c2ccc3c(c2)NC(=O)CO3)c(OC)c1,x,-2%,2%
COc1ccc(CCNC(=O)CS(=O)(=O)Cc2nc(-c3ccc(C)cc3)oc2C)cc1OC,-5%,-2%,0%
O=C(CSc1nnnn1-c1ccccc1)Nc1ncc(Cc2ccccc2Cl)s1,3%,-6%,-3%
CC(=O)c1c(C)[nH]c(C(=O)OC(C)C(=O)Nc2cc(S(=O)(=O)N3CCCCC3)ccc2Cl)c1C (stereo not given),1%,-5%,6%
CCOc1ccc(NC(=O)CCS(=O)(=O)c2ccc3c(c2)CCCN3C(=O)CC)cc1,-5%,3%,4%
CC1(C)OC(=O)C(=NNc2ccc(Br)cc2)C(=O)O1,-6%,-4%,8%
FC(F)(F)C1=Nc2cccc3cccc(c23)N1,-11%,50µM*,x
COCCCNC(=O)CCCn1c(SCC(=O)c2ccc(F)cc2)nc2c(sc3ccccc32)c1=O,x,14%,3%
O=C(O)CNc1nc(-c2ccccc2)nc2ccccc12,8%,9%,4%
Cc1cccc(C)c1OCCSc1nc2ccccc2n1CC(=O)O,-3%,-19%&-5%,2%[12.3 µM]
CCOC(=O)c1c(C)n(-c2ccccc2)c2ccc(OC(=O)c3ccccc3NC(=O)C(C)C)cc12,x,-6%,2%[12.3 µM]
COc1ccc2c(CC(=O)OCC(=O)Nc3ccccc3[N+](=O)[O-])coc2c1,7%,7%,0%
COc1ccc(NC(=O)C2(N(CC(C)C)C(=O)Cn3nnnc3N)CCCCC2)cc1,7%,4%,7%
CCOCCc1nnc(NC(=O)C(=O)c2cc(C)n(-c3cccc(C)c3)c2C)s1,x,-19%,3%
N#CCCn1cc(C(=O)NCc2ccccc2)c(-c2cccs2)n1,-3%,-3%,2%
c1ccc(Oc2cccc(OCCn3cncn3)c2)cc1,0%,-2%,-7%
Cc1ccc(C)c(NC(=O)CCOc2ccccc2)c1,-11%,-3%&-2%,-1%[12.3 µM]
COc1ccc(CNC(=O)CCC(=O)n2ncc3cc(C)ccc32)cc1,-5%,-2%,x
O=C(CN1C(=O)c2ccccc2S1(=O)=O)NCCSCc1ccccc1Cl,-1%,-14%,6%
Cc1cc(C)c(C)c(S(=O)(=O)N2CCC(C(=O)N3CCCC3)CC2)c1C,x,-1%,-1%[56.1 µM]
Cc1cccc(NC(=O)N2CCC(NC(=O)C3CCCCC3)CC2)c1,2%,-10%,10%
CCc1nnc(N2C(=N)SCC2=O)s1,-1%,-13%,-1%
